FBW7 activator – human FBW7 E3 ligase activation, primary screen; normalized activity (activation), % at 26.1 µM; AID 1259310; Q969H0; 0.13% of 650,000 active; AlphaScreen FBW7–phospho-cyclin E peptide binding, activator screen; in the data active means normalized activity above about 1.9%;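 further: purified mutant Fbw7 with reduced substrate affinity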
Target sequence (Q969H0 whole entry, looked up): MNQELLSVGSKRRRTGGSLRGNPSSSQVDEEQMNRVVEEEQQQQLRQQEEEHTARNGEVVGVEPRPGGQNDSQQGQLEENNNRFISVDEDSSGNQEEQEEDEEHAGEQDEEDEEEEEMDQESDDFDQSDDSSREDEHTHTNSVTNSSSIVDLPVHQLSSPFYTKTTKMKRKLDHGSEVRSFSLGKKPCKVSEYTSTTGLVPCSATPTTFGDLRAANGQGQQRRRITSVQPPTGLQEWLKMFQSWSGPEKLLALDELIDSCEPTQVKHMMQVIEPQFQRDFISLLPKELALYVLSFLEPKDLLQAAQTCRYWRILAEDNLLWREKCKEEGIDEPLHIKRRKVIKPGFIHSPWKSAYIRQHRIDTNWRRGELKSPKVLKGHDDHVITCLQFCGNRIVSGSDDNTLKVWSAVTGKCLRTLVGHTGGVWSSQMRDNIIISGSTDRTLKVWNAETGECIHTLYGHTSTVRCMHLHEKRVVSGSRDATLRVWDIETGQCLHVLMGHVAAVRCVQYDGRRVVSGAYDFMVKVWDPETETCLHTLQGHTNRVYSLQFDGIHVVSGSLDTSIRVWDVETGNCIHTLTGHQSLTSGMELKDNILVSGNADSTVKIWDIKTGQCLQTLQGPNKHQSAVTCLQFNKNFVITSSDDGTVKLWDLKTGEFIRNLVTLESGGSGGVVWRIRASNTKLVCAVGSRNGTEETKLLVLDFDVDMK
MITF inh – inhibitors of human MITF | inhibition, % at 2.6 µM | O75030 | 0.91% of 650,000 active | AlphaScreen MITF homodimerization, bead proximity signal | AID 1259374; in the data active means inhibition above about 50%;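 further: 0% = vehicle wells with protein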
GPR151 ag – human GPR151 activation | Q8TDV0 | PathHunter beta-arrestin GPR151 cells, luminescence | activation, % at 11.2 µM | 1% of 650,000 active | AID 1508602; in the data active means activation above about 4.9%;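 further: 0% = median of compound wells and 100% = cells with positive control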
TEAD-YAP inh – TEAD-YAP interaction inhibition | HEK-TIYL cells, TEAD-Gal4/YAP UAS-luciferase luminescence | inhibition, % at 9.12 µM | 1.4% of 640,000 active | AID 1259422; in the data active means inhibition above about 32%;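 further: 0% = median of test compound wells and 100% = reference inhibitor wells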
An asterisk follows results filed as active. Compounds were not picked by outcome. Share with any hit: about 3.5%.

A first look, 22 compounds:
SMILES	FBW7 activator	MITF inh	GPR151 ag	TEAD-YAP inh
COc1ccc(C(=O)C[N+]2=C(C)c3ccccc3CC2)cc1	0.0	7	-0.4	-9
CCCCN(Cc1ccccc1)C(=O)CCc1nnc(C(OC)c2ccccc2)o1 (centres undefined)	-0.1	-13	-0.5	0
C/C(N)=C(/C#N)C(=O)CSc1nnc2c(Cl)cc(C(F)(F)F)cn12	-0.1	4	1.1	-7
CCN(CC)CCCNCc1ccc(F)cc1Cl	-0.1	27	0.0	-3
Cc1ccc(S(=O)(=O)N2CCCCC2CC(=O)Nc2nccs2)cc1 (centres undefined)	0.2	-7	3.7	4
O=C(Nc1ccc(Cl)c(Cl)c1)C12CC3CC(C1)CC(n1cnc(Cl)n1)(C3)C2	0.1	-4	0.7	4
C/C(CC(=O)Nc1ccc(C)cc1C)=N\NC(=O)C(C)C	0.5	7	-0.8	-13
CC(NC(=O)CCCCCn1c(=S)[nH]c2ccc(Br)cc2c1=O)C12CC3CC(CC(C3)C1)C2 (centres undefined)	0.2	6	1.1	-19
CCOc1ccc(C2C(=O)N(C3CCCCCC3)CC(=O)N2Cc2ccc(F)cc2)cc1OC (centres undefined)	0.0	-2	-0.5	-10
CC1CCCC(C)N1C(=O)c1cc2n(n1)C(C(F)(F)F)CC(c1ccc(Cl)cc1)N2 (centres undefined)	-0.2	7	2.3	4
Cc1ccc(S(=O)(=O)NNC(=O)C(O)(c2ccccc2)c2ccccc2)cc1	0.0	2	0.0	7
CC1Oc2ccccc2N(CC(=O)Nc2ccc3c(c2)OCCO3)C1=O (centres undefined)	0.1	21	-0.3	-1
Cc1ccc(NC(=O)Cn2c(=O)n(Cc3ccccc3)c(=O)c3cccnc32)c(C)c1	0.9	5	-0.8	9
CN1CCOCCOCCOCCOCCN(C)C(=O)N2CCOCCOCCN(CCOCCOCC2)C1=O	0.0	0	-1.4	15
O=C(N/N=C/c1cc(Br)ccc1O)Nc1ccccc1	0.1	-3	0.8	-22
CCN(CC)C(=O)N1CCN(C(=O)c2ccc(C)cn2)CC1	0.0	1	-1.4	-3
COc1ccc2cc(C#N)c(Nc3ccc4c(c3)OCO4)nc2c1	-0.1	-8	0.8	-4
Cc1nnc(NC(=O)CC(C)(C)C)s1	0.1	-8	-0.4	-6
O=S(=O)(c1ccccc1)n1c(SCc2ccc(Cl)cc2)nc2ccccc21	-0.2	-5	-3.5	-63
Cc1cccc(Nc2c([N+](=O)[O-])cc([N+](=O)[O-])c3cccnc23)c1	0.4	5	2.7	5
CCOC(=O)CN(C(C)=O)c1oc(C)c(C(=O)OCC)c1C#N	0.4	6	-0.6	-7
C1=C[C@H]2c3cc(C45CC6CC(CC(C6)C4)C5)ccc3N[C@@H](c3cccnc3)[C@H]2C1	-0.2	3	-0.6	1

The list itself, from the first entry:
SMILES	FBW7 activator	MITF inh	GPR151 ag	TEAD-YAP inh
COc1ccc(C(=O)C[N+]2=C(C)c3ccccc3CC2)cc1	0.0	7	-0.4	-9
CCCCN(Cc1ccccc1)C(=O)CCc1nnc(C(OC)c2ccccc2)o1 (centres undefined)	-0.1	-13	-0.5	0
C/C(N)=C(/C#N)C(=O)CSc1nnc2c(Cl)cc(C(F)(F)F)cn12	-0.1	4	1.1	-7
CCN(CC)CCCNCc1ccc(F)cc1Cl	-0.1	27	0.0	-3
Cc1ccc(S(=O)(=O)N2CCCCC2CC(=O)Nc2nccs2)cc1 (centres undefined)	0.2	-7	3.7	4
O=C(Nc1ccc(Cl)c(Cl)c1)C12CC3CC(C1)CC(n1cnc(Cl)n1)(C3)C2	0.1	-4	0.7	4
C/C(CC(=O)Nc1ccc(C)cc1C)=N\NC(=O)C(C)C	0.5	7	-0.8	-13
CC(NC(=O)CCCCCn1c(=S)[nH]c2ccc(Br)cc2c1=O)C12CC3CC(CC(C3)C1)C2 (centres undefined)	0.2	6	1.1	-19
CCOc1ccc(C2C(=O)N(C3CCCCCC3)CC(=O)N2Cc2ccc(F)cc2)cc1OC (centres undefined)	0.0	-2	-0.5	-10
CC1CCCC(C)N1C(=O)c1cc2n(n1)C(C(F)(F)F)CC(c1ccc(Cl)cc1)N2 (centres undefined)	-0.2	7	2.3	4
Cc1ccc(S(=O)(=O)NNC(=O)C(O)(c2ccccc2)c2ccccc2)cc1	0.0	2	0.0	7
CC1Oc2ccccc2N(CC(=O)Nc2ccc3c(c2)OCCO3)C1=O (centres undefined)	0.1	21	-0.3	-1
Cc1ccc(NC(=O)Cn2c(=O)n(Cc3ccccc3)c(=O)c3cccnc32)c(C)c1	0.9	5	-0.8	9
CN1CCOCCOCCOCCOCCN(C)C(=O)N2CCOCCOCCN(CCOCCOCC2)C1=O	0.0	0	-1.4	15
O=C(N/N=C/c1cc(Br)ccc1O)Nc1ccccc1	0.1	-3	0.8	-22
CCN(CC)C(=O)N1CCN(C(=O)c2ccc(C)cn2)CC1	0.0	1	-1.4	-3
COc1ccc2cc(C#N)c(Nc3ccc4c(c3)OCO4)nc2c1	-0.1	-8	0.8	-4
Cc1nnc(NC(=O)CC(C)(C)C)s1	0.1	-8	-0.4	-6
O=S(=O)(c1ccccc1)n1c(SCc2ccc(Cl)cc2)nc2ccccc21	-0.2	-5	-3.5	-63
Cc1cccc(Nc2c([N+](=O)[O-])cc([N+](=O)[O-])c3cccnc23)c1	0.4	5	2.7	5
CCOC(=O)CN(C(C)=O)c1oc(C)c(C(=O)OCC)c1C#N	0.4	6	-0.6	-7
C1=C[C@H]2c3cc(C45CC6CC(CC(C6)C4)C5)ccc3N[C@@H](c3cccnc3)[C@H]2C1	-0.2	3	-0.6	1
CC(=O)c1c(C)oc2ccc(NS(=O)(=O)c3ccc4c5c(cccc35)C(=O)N4)cc12	-0.1	-12	0.1	-6
CC(C)n1cnc2c(NCc3cccc(C(F)(F)F)c3)nc(NC3CCN(Cc4ccccc4)CC3)nc21	-0.2	16	1.0	-1
COc1ccc(C)cc1NC(=O)/C=C/c1cccs1	-0.2	3	-1.1	-11
CCCCCCCCn1c(NN)nc2c1c(=O)[nH]c(=O)n2C	-0.2	2	0.0	7
CSc1nnc(C)c(=O)n1COC(=O)COc1ccccc1	0.1	-3	-0.7	-13
Cc1ccccc1NCC(=O)N/N=C/c1ccc(O)c(Br)c1	0.0	16	-1.9	1
Cc1onc(-c2ccccc2Cl)c1C(=O)Nc1ccc(-c2ccccc2)cc1[N+](=O)[O-]	-0.1	-2	2.0	-4
Nc1nnnn1CC(=O)N/N=C/c1cc(Br)cc(Br)c1O	-1.0	13	0.6	-8
Cc1ccc(-n2[nH]c(C)c(C=Nc3cccc(/N=C/c4c(C)[nH]n(-c5ccc(C)cc5)c4=O)n3)c2=O)cc1	0.1	4	1.3	0
N#CC1=C(N)Oc2n[nH]c(C34CC5CC(CC(C5)C3)C4)c2C1c1cccs1 (centres undefined)	0.3	18	-1.4	8
CC(C)(C)c1ccc(Oc2cc(O)c3c4c(onc24)-c2ccccc2C3=O)cc1	0.1	6	-0.5	-4
CC1CCC2=NN(C(=O)c3ccccc3Cl)C(O)(C(F)(F)F)C2C1 (centres undefined)	0.1	20	0.0	7
CCOc1ccccc1CN1CCNC(=O)C1CC(=O)NCc1ccc(OC)cc1 (centres undefined)	0.0	6	1.5	-2
Cc1ccccc1Nc1c(-c2ccccc2)nc2cnccn12	0.0	3	0.2	-7
COc1cccc(-n2c(=O)c3sccc3n(CC(=O)NC3CCCCC3)c2=O)c1	0.1	1	0.6	-17
CCCCOC(=O)C1=C(C)NC2=C(C(=O)CCC2)C1c1cccc(OCC)c1 (centres undefined)	0.1	-7	0.7	13
O=C(CCn1c(=O)sc2ccccc21)NCc1ccco1	0.2	12	0.1	1
O=C(c1ccccc1)c1cc(Cl)ccc1NCN1C(=O)c2cccc([N+](=O)[O-])c2C1=O	-0.3	-3	-0.9	-3
O=C(Nc1ccc2nc3n(c(=O)c2c1)CCCCC3)c1cccc(F)c1	-0.1	2	-0.6	-66
COc1cc(OC)c(OC)cc1/C=C1/C(=O)NC(=S)N(c2ccccc2)C1=O	0.2	9	3.0	-2
C=CCN(CC=C)S(=O)(=O)c1c(C)cc(C)cc1C	-0.3	-10	-0.2	-2
COc1ccc(C2CC(c3ccc(Br)cc3)Nc3nc(N)nn32)cc1OC (centres undefined)	-0.1	-5	0.8	5
COc1ccc(/C=C(/C#N)C(=O)NC2CCCC2)cc1OC	-0.1	-5	2.2	-19
N=c1sc2cc(Cl)ccc2n1CCO	-0.1	7	-2.2	3
O=C(CCSCc1cccc(F)c1)NCc1ccc(F)cc1	0.0	-1	-1.3	-6
O=[N+]([O-])C(/C(Cl)=C(/Cl)N1CCCCC1)=C1\NCCO1	-0.1	7	1.0	-2
CCOC(=O)C1=C(C)NC2=C(C(=O)CCC2)C1c1ccc(Br)s1 (centres undefined)	0.0	8	2.9	0
CCOC(=O)C1=C(C)N=c2s/c(=C/c3ccc(-c4ccc([N+](=O)[O-])cc4C)o3)c(=O)n2C1c1ccc(Cl)cc1 (centres undefined)	0.0	-12	0.0	-1
O=[N+]([O-])c1ccccc1/C=N/n1c(COc2ccccc2)n[nH]c1=S	0.0	10	1.1	-10
CCS(=O)(=O)N1CCN(c2ccc([N+](=O)[O-])c(NCc3cccnc3)c2)CC1	-0.1	1	-0.2	6
COC(=O)c1c(NC(=O)c2cnn3c(C(F)(F)F)cc(-c4ccccc4)nc23)sc2c1CCCC2	0.7	9	-1.1	-3
O=C(CCc1nc2cccnc2n1-c1ccccc1)NCc1ccc(F)cc1	-0.2	-10	0.4	8
CC(=O)Nc1ccc(C(=O)OC2CCOC2=O)cc1 (centres undefined)	0.2	5	-0.2	-5
COc1ccc(CN2C(=O)CN=C2Nc2cc(C)ccc2C)cc1	-0.1	-1	0.1	-8
CCOc1ccc(OCC)c(S(=O)(=O)N2CCN(c3ccccc3)CC2)c1	0.0	12	0.1	2
COc1ccc(OC)c(N(Cc2nnc3n2CCCCC3)C(=O)Nc2cccc(C)c2)c1	0.6	13	0.7	-8
COc1cc(C(=S)N2CCCC2)ccc1OCC(=O)NCc1ccccc1	-0.1	-9	-1.1	-12
Cc1ccc(SCC(=O)N2CCN(C(=O)CSc3ccc(C)cc3)CC2)cc1	0.1	-10	0.3	4

Three compounds from above, reduced to GPR151 ag, MITF inh and TEAD-YAP inh.
molecule | GPR151 ag | MITF inh | TEAD-YAP inh
O=C(CCc1nc2cccnc2n1-c1ccccc1)NCc1ccc(F)cc1 | 0.4 | -10 | 8
Cc1ccc(SCC(=O)N2CCN(C(=O)CSc3ccc(C)cc3)CC2)cc1 | 0.3 | -10 | 4
O=C(Nc1ccc2nc3n(c(=O)c2c1)CCCCC3)c1cccc(F)c1 | -0.6 | 2 | -66

(listing goes on)
SMILES	FBW7 activator	MITF inh	GPR151 ag	TEAD-YAP inh
OCCN1CCN(C(c2ccccn2)c2ccc3cccnc3c2O)CC1 (centres undefined)	-0.5	93*	0.2	10
COc1ccc(CNC(=O)C2CCN(Cc3ccc(F)cc3)CC2)cc1	0.4	41	-2.0	4
O=C(COc1ccc(C2CCCCC2)cc1)Nc1ccc(-c2nc3ncccc3o2)cc1	0.1	3	-0.7	13
C=CCNC(=S)Nc1ccccc1C	0.2	6	1.1	8
O=C(CS(=O)(=O)Cc1ccccc1)Nc1ccccc1C(F)(F)F	0.1	13	1.6	0
O=C(Nc1ccc2c(c1)OCCO2)c1cnc(N2CCN(c3ccccn3)CC2)c2ccccc12	-0.1	-4	1.1	18
NS(=O)(=O)c1ccc(CCNC(=O)CSC2=Nc3ccccc3C3=NC(Cc4ccccc4)C(=O)N23)cc1 (centres undefined)	-0.1	-2	1.2	24
COC(=O)c1ccccc1Oc1ncnc2sc3c(c12)CCC3	-0.3	-7	-0.8	-2
COc1ccccc1C1NC(=O)NC(C)=C1C(=O)OC1CCCCC1 (centres undefined)	0.1	9	-0.1	-14
CS(=O)(=O)N(CCc1ccccc1)CC(N)=O	-0.2	-4	0.3	14
COc1cccc(NCCC(=O)c2cccc([N+](=O)[O-])c2)c1	-0.1	13	-0.7	-3
CCC(=O)N1CCN(S(=O)(=O)c2ccc(C)cc2)C1c1ccccc1 (centres undefined)	-0.1	1	-0.9	3
Cc1ccc(N(CCC#N)C(=O)CN2C(=O)NC(Cc3ccccc3)C2=O)cc1 (centres undefined)	0.6	12	0.6	7
C=CCn1c(NCC(OC)OC)cc(=O)n(C)c1=O	-0.3	-9	-0.9	8
Cn1c(N2CCC(C(=O)NCc3ccccc3F)CC2)nc2ccccc21	0.0	5	-0.1	4
CCOC(=O)c1sc(C)c2c(=O)n(CC(=O)Nc3ccc(C)cc3)nnc12	0.1	22	-0.8	13
CC(C)CNC(=O)c1ccccc1SCC(=O)NC12CC3CC(CC(C3)C1)C2	-0.3	3	-0.8	4
COc1ccc(CC(=O)N2CCN(S(=O)(=O)c3cc4c5c(c3)CCN5C(=O)CC4)CC2)cc1	-0.2	-4	0.0	11

Bioassay records (PubChem BioAssay)
